Screens as filed in PubChem BioAssay.
FUS suppressor = qHTS for Suppressors of FUS Proteinopathy: Primary screen using FUS-linked yeast assay. Potency, µM (doses to about 76.6 µM), for the others: top-dose growth rescue (activation), most hits filed as activators. S. cerevisiae FUS-expressing, growth rescue, OD600, 24 h. hit rate 0.24% among 390,000;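 further: plate controls were DMSO vehicle for no effect and reference control for full effect; nearly all actives have a fitted effect of over 55% in size; some results filed as inactive show a strong effect at the top dose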
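Read-out: OD at 600 nm after 24hr at 30C, reporting rescue of FUS-induced yeast toxicity. Cells at OD 0.005 in galactose (2%) minimal medium; compounds tested in a dilution series; CP55940 titration from 92uM final as control.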
EPAC1 agonist = qHTS for Agonist of cAMP-regulated guanine nucleotide exchange factor 3 (EPAC1): primary screen | Rap guanine nucleotide exchange factor 3 (Homo sapiens), O95398 | Potency, µM (series often up to 154 µM), for the others: top-dose activation, most hits filed as activators | EPAC1 agonist qHTS, biochemical assay; response scale: 100% = response to 6.5 mM cAMP | hit rate 0.073% among 360,000 | AID 720707, 2013; further: nearly all actives have a fitted effect of over 60% in size
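Multi-concentration qHTS readout: loss of Rap1B-bound BODIPY-GDP fluorescence driven by 100 nM EPAC1 with excess GDP (50 uM), monitored kinetically at room temperature; agonist response expressed relative to 6.5 mM cAMP.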
EPAC2 antag = qHTS for Antagonist of cAMP-regulated guanine nucleotide exchange factor 2 (EPAC2): primary screen | Rap guanine nucleotide exchange factor 4 (Homo sapiens), Q8WZA2 | EPAC2 GEF exchange of Rap1B-BODIPY-GDP, fluorescence | Potency, µM (series often up to 114 µM), without a hit: at the top dose activity, negative = inhibition, actives largely listed as inhibitors | hit rate 0.18% among 360,000; further: on the % scale 0 is the no-effect control and ±100 the full control effect; nearly all actives have a fitted effect of over 45% in size; many of its hits are not listed in these tables
Target sequence (Q8WZA2 whole entry, looked up): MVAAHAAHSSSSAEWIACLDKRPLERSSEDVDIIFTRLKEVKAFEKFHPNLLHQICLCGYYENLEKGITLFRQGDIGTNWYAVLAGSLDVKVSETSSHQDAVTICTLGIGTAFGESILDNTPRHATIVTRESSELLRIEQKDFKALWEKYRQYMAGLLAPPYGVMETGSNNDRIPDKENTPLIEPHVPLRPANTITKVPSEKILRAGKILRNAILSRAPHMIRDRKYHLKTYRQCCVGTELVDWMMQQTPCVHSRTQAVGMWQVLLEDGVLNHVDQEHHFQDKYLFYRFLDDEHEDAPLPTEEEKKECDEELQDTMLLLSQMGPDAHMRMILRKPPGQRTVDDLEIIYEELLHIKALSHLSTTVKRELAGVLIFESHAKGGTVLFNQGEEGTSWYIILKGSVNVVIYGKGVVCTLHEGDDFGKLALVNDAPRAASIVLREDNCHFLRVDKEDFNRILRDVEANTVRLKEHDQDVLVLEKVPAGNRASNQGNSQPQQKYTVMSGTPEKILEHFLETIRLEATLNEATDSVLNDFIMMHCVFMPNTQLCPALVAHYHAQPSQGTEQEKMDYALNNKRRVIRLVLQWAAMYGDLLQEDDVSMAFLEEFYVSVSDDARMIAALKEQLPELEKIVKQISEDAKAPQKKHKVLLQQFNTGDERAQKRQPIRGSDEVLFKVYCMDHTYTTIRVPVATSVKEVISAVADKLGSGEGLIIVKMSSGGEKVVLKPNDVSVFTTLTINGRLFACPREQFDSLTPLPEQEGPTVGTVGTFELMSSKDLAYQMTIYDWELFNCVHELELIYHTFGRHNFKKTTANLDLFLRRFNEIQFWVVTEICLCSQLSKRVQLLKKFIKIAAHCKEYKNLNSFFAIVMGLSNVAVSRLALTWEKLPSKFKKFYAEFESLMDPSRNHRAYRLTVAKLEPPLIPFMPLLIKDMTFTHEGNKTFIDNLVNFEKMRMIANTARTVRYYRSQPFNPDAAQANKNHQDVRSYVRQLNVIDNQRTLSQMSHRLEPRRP
EPAC1 antag = qHTS for Antagonist of cAMP-regulated guanine nucleotide exchange factor 3 (EPAC1): primary screen; EPAC1 GEF assay, Rap1b-BODIPY-GDP exchange fluorescence; Potency, µM (titrated, usually from 115 µM), without a hit: at the highest dose activity change, negative = inhibition, usual class: inhibitors; hit rate 0.14% among 360,000; AID 720709, 2013;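 further: plate controls were vehicle for no effect and positive control for full effect; nearly all actives have a fitted effect of over 50% in size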
PTHR1 agonist = qHTS for PTHR1 Agonists: Primary Screen; Parathyroid hormone/parathyroid hormone-related peptide receptor (Homo sapiens), Q03431; HEK293 GP2 PTHR1 cells, GloSensor cAMP luminescence, 1 h; Potency, µM (top dose mostly 115 µM), inactives show at the top dose activation, actives largely listed as activators; hit rate 0.075% among 410,000; AID 743266, 2014; further: nearly all actives have a fitted effect of over 55% in size; some results filed as inactive show a strong effect at the top dose; inactives centre near -15; many of its hits are not listed in these tables
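HEK-293-derived GP2 cells expressing PTHR1 and a GloSensor cAMP reporter, 3,000/well, plated overnight, given luciferin plus IBMX (each 0.5 mM as added) for 1 h at 37 °C, then compound for 1 h at 37 °C. Luminescence was read after 15 min at room temperature.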
TDP-43 yeast inh = qHTS of TDP-43 Inhibitors; hit rate 1.8% among 410,000; Potency, µM (series often up to 46.1 µM), for inactives: at the top dose growth rescue (activation), usual class: activators; TDP-43 expressing yeast growth rescue, BacTiter-Glo, 24 h; AID 652104, 2013; further: % of control where 0% means no effect; nearly all actives have a fitted effect of over 50% in size
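Galactose-induced TDP-43 yeast, OD600=0.02, compound pinned; 24 hr, 30 deg C; BacTiter-Glo luminescence for growth. Inhibitors of TDP-43 toxicity read as activators.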
aSyn rescue = qHTS of alpha-syn Inhibitors | Yeast expressing alpha-synuclein, growth rescue, BacTiter-Glo, 24 h | Potency, µM (highest dose often 46.1 µM), without a hit: top-dose growth rescue (activation), actives largely listed as activators | hit rate 0.14% among 370,000 | AID 652106, 2013; further: % of control where 0% means no effect; nearly all actives have a fitted effect of over 65% in size
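Screening used galactose-induced yeast with toxic alpha-synuclein levels, exposed to compound for 24 hr at 30 deg C. Cell growth, read with BacTiter-Glo luminescence, gave the measured signal.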
EPAC2 ag = qHTS for Agonist of cAMP-regulated guanine nucleotide exchange factor 4 (EPAC2): primary screen; Rap guanine nucleotide exchange factor 4 (Homo sapiens), Q8WZA2; EPAC2 activation, biochemical qHTS; response scale: 100% = 6.5 mM cAMP response; Potency, µM (doses to about 154 µM), for inactives: at the highest dose activation, actives largely listed as activators; hit rate 0.079% among 360,000; further: nearly all actives have a fitted effect of over 50% in size
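Readout is BODIPY fluorescence (480 nm excitation, 540 nm emission), which falls as labeled GDP is exchanged off Rap1B. EPAC2 at 100 nM acted on 250 nM RAP1B-BODIPY-GDP with 50 uM GDP present.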
Numbers without * were called inactive; i = inactive; ? = inconclusive; · = no result given; & = joins results of further samples; [ ] = dose if it differs, or a comment. The call rests on the fitted dose curve; in most records, active means well fitted curve in the direction sought with a large enough effect; inconclusive means small, poorly fitted or top-dose-only effect, or another doubt; inactive means no such curve, though single readings can be large; an effect the other way counts as inactive or inconclusive. Potency means the concentration at half of the fitted maximal effect. Some of the compounds tested (hit frequency here may not be typical).

smiles	FUS suppressor	EPAC1 agonist	EPAC2 antag	EPAC1 antag	PTHR1 agonist	TDP-43 yeast inh	aSyn rescue	EPAC2 ag
CCCSC1=C(C#N)C(c2ccc(O)c(OC)c2)CC(=O)N1 (centres undefined)	-14%	-25%	0%	-4%	5%	-3%	0%	8%
NC(N)=NS(=O)(=O)c1ccc(NC(=S)NC(=O)c2ccncc2)cc1	17%	10%	-8%	-3%	i	2%	0%	9%
CCOc1ccc(NC(=O)CN(C)CC(=O)Nc2ccccc2C#N)cc1OCC	-13%	-5%	13%	1%	i	5%	-6%	?
CC(C(=O)Nc1c2c(cc3c1CCC3)CCC2)N1CCCC1 (centres undefined)	22%	-4%	13%	15%	i	0%	0%	3%
CNC(=O)CSc1nnc(-c2ccco2)n1-c1ccc(C)cc1	-11%	-4%	15%	10%	i	16%	1%	2%
CCc1ccc(C(=O)COC(=O)C2CCN(c3ccc(C(F)(F)F)cn3)CC2)cc1	-9%	1%	-11%	-21%	-28%	17%	-4%	-6%
CCCCCCCC(=O)N/N=C/c1ccco1	7%	-5%	0%	22%	-14%	9%	-7%	-5%
COc1cc(NC(=O)N[C@@H](Cc2ccccc2)C(=O)O)cc(OC)c1	16%	1%	0%	-12%	i	1%	1%	2%
COC(=O)[C@@H]1C[C@@]2(O)[C@H](O)[C@H](O)[C@H](O)C[C@H]2N1Cc1ccc(C(F)(F)F)cc1	-16%	-6%	6%	0%	-13%	-6%	0%	2%
Cc1c(C(=O)C(=O)NCCc2ccc(S(N)(=O)=O)cc2)c2ccccc2n1C	·	-2%	-3%	?	7%	-9%	-13%	15%
Nc1ccc(/C=C/C(=O)c2ccco2)cc1	0%	0%	5%	13%	-14%	10%	-10%	5%
Cc1ccc(-c2noc(CCC(=O)N3CCCc4ccccc43)n2)cc1	·	14%	?	-4%	-73%[inhibitor]	12%	2%	13%
Cc1ccc(S(=O)(=O)N2CCN(C(=O)CN3C(=O)NC(C)(c4ccc5ccccc5c4)C3=O)CC2)cc1 (centres undefined)	·	-1%	3%	-4%	-24%	15%	9%	5%
CCn1c2c(c3cc(Cl)ccc31)CCCC2=O	-24%	-5%	?	4%	i	4%	11%	6%
CN(CC(=O)Nc1ccccc1C(F)(F)F)C(=O)COc1ccccc1Cc1ccccc1	·	0%	-3%	-12%	-85%[inhibitor]	-16%	6%	6%
O=C(CCCN1C(=O)/C(=C/c2ccccc2)SC1=S)Nc1ccc(O)cc1	-2%	3%	8%	12%	-22%	6%	13%	-2%
O=C(COC(=O)CCc1nc2ccccc2c(=O)[nH]1)Nc1ccc2c(c1)OCO2	2%	-8%	1%	11%	-35%[inhibitor]	11%	1%	5%
CCc1cccc(NS(=O)(=O)c2csc(C(N)=O)c2)c1	-3%	-5%	-3%	6%	-32%[inhibitor]	6%	2%	-9%
Cn1c(=O)[nH]c(=O)c2c1ncn2CCCc1ccccc1	-18%	9%	2%	8%	i	20%	3%	6%
O=[N+]([O-])c1cccc(CNc2ccc3c(c2)CCC3)c1	-6%	?	-2%	33%[activator]	-7%	9%	25%	7%
O=C(NCCN1CCOCC1)c1ccc(N2CCCC2)c([N+](=O)[O-])c1	17%	2%	-5%	?	-9%	-25%	1%	3%
CN(C(=S)Nc1ccc(Oc2ccccc2)cc1)C1CCCCC1	30%	18%	-13%	-15%	-28%	-8%[9.22 µM]	-1%	14%
CC1=C(C(=O)OCc2ccccc2)C(c2ccccc2)NC(=O)N1CCCC(=O)O (centres undefined)	-11%	-13%	11%	7%	-15%	1%	2%	2%
O=C(CN1C(=O)NC(Cc2ccccc2)C1=O)Nc1ccccc1OC(F)F (centres undefined)	12%	5%	-1%	-6%	-22%	17%	-5%	1%
CN(Cc1ccccc1)c1nc2c(c(=O)n(C)c(=O)n2C)n1CCCc1ccccc1	?	17%	-6%	-10%	-9%[57.5 µM]	2%	1%	9%
COc1ccc(Nc2nnc(C)c3ccccc23)cc1	-19%	9%	-11%	-15%	-7%	0%	5%	3%
CC(=O)N1CCc2cc(S(=O)(=O)NCCC(=O)Nc3cc(C)cc(C)c3)ccc21	8%	5%	-2%	8%	i	8%	0%	4%
NS(=O)(=O)c1ccc(NC(=O)COC(=O)c2ncc(Cl)c(Cl)c2Cl)cc1	8%	3%	1%	5%	-12%	-6%	3%	-1%
Cc1ccc2[nH]c(=O)c(CN(CCCN(C)C)C(=O)Nc3cccc(Cl)c3)cc2c1	19%	10%	0%	5%	-5%[57.5 µM]	-21%	-1%	6%
Cc1cc(Nc2cc(C(=O)O)ccc2C)n2ncnc2n1	-26%	1%	6%	-9%	-24%	9%	1%	8%

In the list so far, three have two or more sulfur atoms:
smiles	FUS suppressor	EPAC1 agonist	EPAC2 antag	EPAC1 antag	PTHR1 agonist	TDP-43 yeast inh	aSyn rescue	EPAC2 ag
NC(N)=NS(=O)(=O)c1ccc(NC(=S)NC(=O)c2ccncc2)cc1	17%	10%	-8%	-3%	i	2%	0%	9%
O=C(CCCN1C(=O)/C(=C/c2ccccc2)SC1=S)Nc1ccc(O)cc1	-2%	3%	8%	12%	-22%	6%	13%	-2%
CCc1cccc(NS(=O)(=O)c2csc(C(N)=O)c2)c1	-3%	-5%	-3%	6%	-32%[inhibitor]	6%	2%	-9%

Further records follow:
smiles	FUS suppressor	EPAC1 agonist	EPAC2 antag	EPAC1 antag	PTHR1 agonist	TDP-43 yeast inh	aSyn rescue	EPAC2 ag
Cc1ccc(NC(=O)CN(C)C(=O)c2ccccc2Cc2ccccc2)cc1	39%	-4%	-13%	-10%	i	20%	1%	7%
COc1ccccc1N1CCN(C2=NS(=O)(=O)c3ccccc32)CC1	-2%	4%	-2%	0%	-50%[inhibitor][57.5 µM]	1%	6%	0%
COc1cccc(CN(C)C(=O)CCC(=O)c2cc(Br)ccc2OC)c1	34%	2%	-19%	-8%	-5%	0%	6%	11%
CCOC(=O)C1CCN(C/C=C/c2ccccc2)CC1	-16%	18%	21%	2%	i	11%	0%	18%
Nn1c(Nc2ccc(Cl)cc2)nncc1=O	-3%	0%	0%	9%	i	-20%	-6%	2%
CC(=O)Nc1ccc2c(c1)NC(=O)CC2	15%	-8%	25%	2%	-1%	0%[0.397 µM]	-5%	-5%
C=CCn1c(SCC(=O)N2CCCC2=O)nc2sc(CC)cc2c1=O	·	2%	-4%	7%	-38%[inhibitor]	10%	-28%	3%
CC(C)(C)OC(=O)NC(Cc1ccccc1)C(=O)N1CCCC1C(=O)O (centres undefined)	16%	-6%	2%	32%[activator]	i	-8%	-2%	0%
Cn1c(-c2cccc([N+](=O)[O-])c2)cnc1NCc1cccc([N+](=O)[O-])c1	-2%	-7%	2%	2%	-22%	0%	3%	4%
Oc1[nH]c2ccccc2c1C=Nc1ccc2c(c1)OCCO2	·	-1%	1%	-18%	-40%	?	0%	16%
CN1C2=C(C(=O)CC(C)(C)C2)C(c2cccs2)C2=C1CC(C)(C)CC2=O	24%	5%	-7%	10%	-3%	-2%	1%	8%
CCc1nc2ccc(C(=O)N(C)Cc3ccco3)cn2c1N(C)C(=O)Cc1ccccc1	-19%	8%	-17%	-13%	-4%	9%	-10%	1%
CC(C)(C#N)N([O-])C=C[N+](=O)C(C)(C)C#N	10%	3%	4%	10%	i	-21%	1%	2%
CSc1c(CC(=O)Nc2ccccc2C(F)(F)F)n(Cc2ccccc2)c2ccccc12	-19%	-3%	2%	9%	i	27%	0%	-12%
O=C(CSc1ccccc1F)NNC(=O)c1ccncc1	-15%	4%	2%	-26%	-3%	4%	-2%	-6%
Cc1cc(C)nc(NC(=O)Cc2cccs2)n1	1%	0%	-7%	8%	i	2%	2%	-5%
O=[N+]([O-])c1ccc(/C=N/Nc2ccccn2)cc1	-24%	8%	1%	9%	-30%	9%	-18%	13%
O=C1c2ccccc2-c2c1cccc2C(=O)N1CCOCC1	12%	6%	-12%	-12%	16%[57.5 µM]	-20%	0%	5%
COc1cc(/C=N\NC(=O)CC(=O)NCCc2ccccc2)ccc1O	19%	7%	17%	25%	i	-31%[inhibitor]	-3%	2%
COc1ccc(CN(C)C(=O)c2ccc(COc3ccccc3)cc2)c(OC)c1	25%	5%	-16%	-16%	-13%	9%	3%	8%
O=C(N/N=C/c1ccc[nH]1)c1ccccc1[N+](=O)[O-]	4%	-24%	0%	0%	-18%	1%	-4%	-5%
CC(C)(C)OC(=O)N1C[C@H](O)C[C@H]1C(=O)OCC(=O)c1ccc([N+](=O)[O-])cc1	-9%	-7%	1%	?	i	-11%	-2%	3%
Nc1c(C(=O)Nc2cccc(F)c2)nnn1-c1cccc(C(F)(F)F)c1	-11%&-25%	-10%	8%	-16%	-25%	3%&0%[9.22 µM]	1%	-6%
CSc1ccccc1NC(=O)c1cc(CC(C)C)on1	-12%	-13%	10%	14%	i	9%	0%	-4%
C=CCO/N=C/C1C(=O)CC(C)(C)CC1=O	16%	8%	13%	-11%	15%	-19%	-3%	-4%
O=C(Nc1cc(SCCO)cc([N+](=O)[O-])c1)c1ccco1	·	7%	-3%	-7%	i	20%	-2%	-2%
COc1cc(NC(=O)c2ccc3c(SCC(=O)O)c4c(nc3c2)CCC4)cc(OC)c1OC	2%	10%	-12%	-28%	?	-5%	-4%	2%
COc1ccc(NC(=O)C2CCCN2c2ccc(OC)c(OC)c2)cc1OC (centres undefined)	20%	-4%	6%	25%	i	-5%	0%	-5%
CCOC(=O)C1CCN(S(=O)(=O)c2ccc(CN3C(=O)c4cccnc4C3=O)cc2)CC1	19%	2%	-9%	-4%	i	8%	-6%	5%
NC(=S)N/N=C/c1ccc2c(c1)OCCO2	-19%	-7%	-1%	-1%	i	24%	-11%	8%
